# Screening data deposited in PubChem by National Center for Advancing Translational Sciences (NCATS).
# 3T3 cytotox = Cytotoxic Profiling in NIH 3T3 Cell Line of Diverse Libraries Using Quantitative High-Throughput Screening | Potency, µM (highest dose often 96.7 µM), for the others: at the top dose activity change, negative = cytotoxicity, hits mostly inhibitors | NIH 3T3 viability, CellTiter-Glo ATP luminescence, 48-72 h | 94,000 tested, 4.3% active | AID 1345082, 2018; note: potency is the fitted concentration of half-maximal effect; nearly all actives have a fitted effect of over 55% in size
#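 Cells were seeded at 400 per well, treated with pin-transferred compound, and kept 48 or 72 hr at 37 °C before CellTiter-Glo addition and luminescence imaging of cellular ATP.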
# FLuc inh = Firefly luciferase inhibition profiling of diverse chemical library using quantitative high-throughput screening; Luciferin 4-monooxygenase (Photinus pyralis), P08659; 76,000 tested, 2.5% active; AID 1347043, 2019; purified P. pyralis luciferase, luminescence, biochemical; Potency, µM (highest dose often 115 µM), for inactives: top-dose activity change, negative = inhibition, actives largely listed as inhibitors; note: potency is the fitted concentration of half-maximal effect; nearly all actives have a fitted effect of over 65% in size
# Target sequence (P08659 whole entry, looked up): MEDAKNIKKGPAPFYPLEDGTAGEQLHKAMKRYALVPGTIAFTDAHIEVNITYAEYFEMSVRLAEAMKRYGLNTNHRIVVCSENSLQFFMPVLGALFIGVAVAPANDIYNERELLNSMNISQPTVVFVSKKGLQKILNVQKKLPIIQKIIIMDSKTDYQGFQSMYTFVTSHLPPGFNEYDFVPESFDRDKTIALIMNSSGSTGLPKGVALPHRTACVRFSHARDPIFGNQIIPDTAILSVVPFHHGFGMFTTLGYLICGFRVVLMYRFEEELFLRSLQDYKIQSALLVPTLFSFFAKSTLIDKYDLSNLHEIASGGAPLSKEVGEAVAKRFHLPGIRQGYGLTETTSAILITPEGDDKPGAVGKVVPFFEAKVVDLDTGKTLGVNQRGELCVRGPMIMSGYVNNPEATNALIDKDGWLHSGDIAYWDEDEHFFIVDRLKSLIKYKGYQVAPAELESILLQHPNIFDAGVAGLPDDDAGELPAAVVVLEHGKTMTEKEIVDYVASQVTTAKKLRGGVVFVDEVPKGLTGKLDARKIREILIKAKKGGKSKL
#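 Purified P. pyralis luciferase (10nM final) in 50mM Tris acetate pH 7.5, 10mM Mg acetate, 0.01% Tween-20, 0.05% BSA with 10uM D-luciferin and 10uM ATP. Compounds titrated qHTS. Luminescence imaged on CCD.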
# HEK cytotox = Cytotoxic Profiling in HEK 293 Cell Line of Diverse Libraries Using Quantitative High-Throughput Screening | HEK 293 viability, ATP luminescence (CellTiter-Glo), 48-72 h | Potency, µM (highest dose often 115 µM), without a hit: at the highest dose activity change, negative = cytotoxicity, most hits filed as inhibitors | 94,000 tested, 6.6% active | AID 1345083, 2018; note: potency is the fitted concentration of half-maximal effect; nearly all actives have a fitted effect of over 60% in size
#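 ATP-coupled CellTiter-Glo luminescence served as viability read-out, recorded 10 min after reagent addition at room temperature. HEK 293 cells, 250 cells/well, had been incubated with pintool-transferred compound for 48 or 72 hr at 37 degree Celsius.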
# IP6K1 inhibitor = Primary qHTS assay for small molecule inhibitors of Inositol hexaphosphate kinase 1 (IP6K1); Inositol hexakisphosphate kinase 1 (Homo sapiens), Q92551; IP6K1 kinase, ADP-Glo luminescence, 2 h; stronger effect = lower value; activity change, % (series mostly up to about 58 µM); 140,000 tested, 0.81% active; in the data active = activity change below about -25%
#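 ADP-Glo luminescence measures ADP made by human IP6K1 during a 2 h RT reaction with ATP/IP6 (mix at 1.3 mM/130 uM); top library doses 57.5 and 19.1 uM final.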
# GPT2 inh = Primary qHTS assay for inhibitors of Glutamate pyruvate transaminase 2 (GPT2); Alanine aminotransferase 2 (Homo sapiens), Q8TD30; Recombinant GPT2, coupled pyruvate oxidase/HRP Amplex Red fluorescence; Potency, µM (doses to about 57.7 µM), for the others: top-dose activity change, negative = inhibition, actives largely listed as inhibitors; 100,000 tested, 0.25% active; note: potency is the fitted concentration of half-maximal effect; nearly all actives have a fitted effect of over 60% in size; many of its hits are not listed in these tables
# Target sequence (Q8TD30 whole entry, looked up): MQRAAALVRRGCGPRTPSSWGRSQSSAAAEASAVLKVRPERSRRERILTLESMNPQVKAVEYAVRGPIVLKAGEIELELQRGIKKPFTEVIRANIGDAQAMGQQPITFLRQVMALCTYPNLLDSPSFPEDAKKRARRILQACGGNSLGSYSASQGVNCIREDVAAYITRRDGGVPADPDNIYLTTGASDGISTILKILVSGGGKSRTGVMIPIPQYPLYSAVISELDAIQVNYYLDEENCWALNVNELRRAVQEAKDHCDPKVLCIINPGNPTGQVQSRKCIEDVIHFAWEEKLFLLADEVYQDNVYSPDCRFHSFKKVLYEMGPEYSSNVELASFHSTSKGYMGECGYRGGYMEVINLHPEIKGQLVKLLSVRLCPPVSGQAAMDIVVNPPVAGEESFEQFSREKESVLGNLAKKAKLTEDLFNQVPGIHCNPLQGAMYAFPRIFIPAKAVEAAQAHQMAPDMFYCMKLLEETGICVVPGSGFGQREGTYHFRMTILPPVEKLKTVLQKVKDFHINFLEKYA
#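 GPT2 10ng/uL, a-KG 250uM, L-Ala 2mM, HEPES pH7.5 + 0.0001% Tween; 30 min RT. Then Amplex mix (PO/HRP/ThPP), 30 min RT dark, fluorescence. AOA 50uM used as positive control.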
# SNCA viab count = GF-AFC viability counterscreen for inhibitors of alpha-synuclein gene (SNCA) expression; AID 1671193, 2021; HEK-293-SNCA-luc viability, GF-AFC fluorescence, 24 h; 150,000 tested, 0.12% active; Potency, µM (highest dose often 57.1 µM), without a hit: top-dose activity change, negative = cytotoxicity, most hits filed as cytotoxic;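 note: potency is the fitted concentration of half-maximal effect; 0% = DMSO-treated cells and -100% = medium-only wells without cells; nearly all actives have a fitted effect of over 30% in size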
#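 HEK-293-SNCA-luc cells (1500/well) plated 24 h, then exposed 24 h to a dilution series; GF-AFC added 30 min at 37C, fluorescence 405/540 nm; normalised to medium-only and DMSO wells, Hill fit.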
# SNCA expr inh = Primary qHTS assay for inhibitors of alpha-synuclein gene (SNCA) expression. HEK-293 SNCA-luciferase knock-in, luminescence, 24 h. Potency, µM (titrated, usually from 57.2 µM), for the others: at the top dose activity change, negative = inhibition, most hits filed as inhibitors. 140,000 tested, 0.17% active. AID 1671194, 2021;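 note: potency is the fitted concentration of half-maximal effect; plate controls were DMSO cells for no effect and cell-free wells for full effect; nearly all actives have a fitted effect of over 45% in size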
# Starred values were filed as active, the others as inactive; i = inactive; ? = inconclusive; · = no result given; [ ] = dose if it differs, or a comment. Unless noted, calls come from the whole dose curve; as a rule, active = well fitted curve in the direction sought with a large enough effect; inconclusive = small, poorly fitted or top-dose-only effect, or another doubt; inactive = no such curve, though single readings can be large; an effect the other way counts as inactive or inconclusive. Unless noted, % is set by controls: 0 for no effect and ±100 for the full control effect.
SMILES,3T3 cytotox,FLuc inh,HEK cytotox,IP6K1 inhibitor,GPT2 inh,SNCA viab count,SNCA expr inh
O=C(CCCc1ccccc1)N1CCC2(CC1)CC(CO)N(C(=O)c1ccccc1)C2 (centres undefined),-30.3%,·,?,4.1,0.2%,10.8%,-14.6%
CCn1cc(S(=O)(=O)NCC2Cn3cccc3C(=O)N2C)cn1 (centres undefined),i,4.6%,-5.1%,-1.9,i,6.9%,-0.2%
O=C(N[C@@H]1COCC[C@H]1OCc1ccccn1)c1cnc(C2CC2)nc1,-7.7%,0.0%,-3.1%,6.9,i,2.3%,48.5%[activator]
CC(C)(C)C(=O)N1CCN(C(=O)c2nc3cccnc3n(C3CC3)c2=O)CC1,-24.9%,·,-9.6%,15.4,0.1%,3.5%,1.8%
O=C(NC1CCCCCC1)C1CCN(C(=O)c2ncn3c2COC(c2ccccc2)C3)CC1 (centres undefined),i,12.6µM*,11.2%,-2.4,i,-6.2%,3.7%
O=C(CN1CCOc2c(O)cc(-c3csc4ccccc34)cc2C1)N1CCOCC1,?,-20.3%,?,3.4,i,?,?
CC(C)C(=O)Nc1ccc(C2OC(=O)N(Cc3ccc(F)cc3)C2C(=O)NC2CC2)cc1 (centres undefined),-10.8%,4.3%,?,17.9,-2.8%,6.3%,0.8%
COc1ccccc1N1CCN(C(=O)c2nc(-c3ccc(C)cc3)n3c2CCCCC3)CC1,·,·,·,20.7,·,3.0%,-0.6%
C=CCCN1CCC2(CC1)CN(C(=O)c1c(F)cccc1F)c1ccc(Cl)cc12,·,·,·,-12.9,i,-5.1%,·
Cc1noc([C@@H]2CC(F)(F)CN2S(=O)(=O)c2cccc(F)c2)n1,-5.6%,-2.4%,-3.6%,4.3,i,4.8%,-2.4%
COc1ccc(-c2cc(C(=O)Nc3ccc(F)cc3)c3cnn(C)c3n2)cc1,-20.2%,·,-9.3%,0.0,·,·,·
CCCCCOC(=O)Nc1nc(=O)n(C2O[C@H](C)[C@@H](O)[C@H]2O)cc1F (some centres undefined),·,·,·,0.5,4.6%,-3.1%,·
O=S(=O)(c1ccc(F)cc1F)N1CCCC(Cn2c(C3CC3)nc3cccnc32)C1 (centres undefined),?,11.2%,?,-3.3,i,-2.4%,-3.0%
COc1ccc(-c2cc(C(=O)Oc3ccc(C)c(C)c3)c3ccccc3n2)cc1,·,·,·,-5.1,·,-7.5%,0.1%
Clc1cccc(-n2ncc3c(N4CCC(Cc5ccccc5)CC4)ncnc32)c1,·,·,·,18.1,·,6.2%,-7.7%
COc1ccccc1NC(=O)Cn1c(C)ccc(NC(=O)Nc2ccc(C)cc2)c1=O,22.4µM*,0.631µM*,?,-6.6,i,-21.7%,14.4%
Cc1ccc(CN2CCSc3ccc(C(=O)NCc4ccc(OC(C)C)cc4)cc32)cc1,·,·,·,13.1,·,10.0%,-9.6%
COc1ccc(NC(=O)CC2NCCNC2=O)c(OC)c1 (centres undefined),·,·,·,-2.5,·,-1.3%,-6.9%
COc1cccc(CN2CCc3nnc([C@@H]4C[C@@H](O)CN4C)n3CC2)c1,i,-3.6%,i,-0.9,-21.8%,4.0%,-12.4%
Cc1noc(-c2cccs2)c1C(=O)N1CCC(Cc2ccccc2)CC1,?,4.2%,?,13.5,1.2%,-0.5%,1.1%

# Next part, starting with the last 6 of the part before.
SMILES,3T3 cytotox,FLuc inh,HEK cytotox,IP6K1 inhibitor,GPT2 inh,SNCA viab count,SNCA expr inh
Clc1cccc(-n2ncc3c(N4CCC(Cc5ccccc5)CC4)ncnc32)c1,·,·,·,18.1,·,6.2%,-7.7%
COc1ccccc1NC(=O)Cn1c(C)ccc(NC(=O)Nc2ccc(C)cc2)c1=O,22.4µM*,0.631µM*,?,-6.6,i,-21.7%,14.4%
Cc1ccc(CN2CCSc3ccc(C(=O)NCc4ccc(OC(C)C)cc4)cc32)cc1,·,·,·,13.1,·,10.0%,-9.6%
COc1ccc(NC(=O)CC2NCCNC2=O)c(OC)c1 (centres undefined),·,·,·,-2.5,·,-1.3%,-6.9%
COc1cccc(CN2CCc3nnc([C@@H]4C[C@@H](O)CN4C)n3CC2)c1,i,-3.6%,i,-0.9,-21.8%,4.0%,-12.4%
Cc1noc(-c2cccs2)c1C(=O)N1CCC(Cc2ccccc2)CC1,?,4.2%,?,13.5,1.2%,-0.5%,1.1%
Cc1sc(NC(=O)C2c3ccccc3Oc3ccccc32)c(C(=O)OC(C)C)c1C,·,·,·,-15.2,·,17.8%,13.1%
COc1ccc(-n2ncc3c(N4CCN(c5cccc(C)c5)C(C)C4)ncnc32)cc1 (centres undefined),·,·,·,24.2,·,-10.8%,-5.3%
Cc1cc(C)cc(-c2ccc(CN3CCCC(NC(=O)c4ccc(F)cc4)C3)cc2)c1 (centres undefined),-20.4%,·,-27.5%,18.9,-12.0%,-3.6%[12.5 µM],-0.7%
O=C(c1ccc(F)cc1)n1nc(-c2cccnc2)nc1NCc1ccc(F)cc1,·,·,·,-2.5,·,9.0%,?
O=C(COc1ccccc1)N[C@H]1CO[C@H]2[C@@H]1OC[C@@H]2n1nnnc1-c1ccc2c(c1)OCO2,?,-16.5%,?,3.5,?,-2.3%,?
COc1ccc(S(=O)(=O)N2CCN(c3ccccc3OC)CC2)cc1,·,·,·,13.8,·,?,19.0%
CN(C)C(=O)c1cccnc1OC1CCN(C(=O)c2cccc(Br)c2)C1 (centres undefined),0.7%,-2.3%,-29.5%,16.1,i,?,-2.2%
Cc1nc(C(=O)N2CC(F)(F)C[C@H]2c2nc(C3CC3)no2)co1,-8.5%,-1.8%,-4.5%,10.0,1.4%,-0.9%,30.5%[activator]
Cc1ccsc1C(=O)N1CCC2(CC1)N=C(c1cccc(Br)c1)NO2,?,1.4%,?,-8.2,-1.0%,-3.5%,-13.9%
CNC(=O)NCC(=O)N1CCCCCNC(=O)CC1c1ccccc1 (centres undefined),2.9%,3.4%,i,-2.0,-3.6%,-5.7%,-8.3%
O=C(Oc1ccccc1F)c1nc(SCc2ccccc2F)ncc1Cl,·,·,·,-32.5*,·,8.6%,6.2%
COCCC(=O)N1CCCN(C(=O)C2CC2)c2ccccc21,-9.8%,-1.3%,0.0%,3.3,i,7.2%,-7.4%
O=C(NC1CC(=O)N(c2ccccc2)C1)c1cc2ccccc2o1 (centres undefined),·,·,·,1.0,·,-1.4%,2.9%
CCNC(=O)O[C@H]1COCCN(c2nc3ccccc3o2)C1,i,-2.4%[172 µM],i,6.7,i,3.3%[87.6 µM],22.8%[87.6 µM]
COc1ccccc1-n1c(=O)c(C(=O)NCc2ccc(F)cc2)nc2cccnc21,-2.1%,·,0.8%,3.9,i,-5.3%,3.3%
Cc1ccccc1S(=O)(=O)N1C[C@@H](Oc2cccnc2)C[C@H]1C(=O)NC1CC1,1.8%,-2.4%,4.0%,12.2,i,1.2%,-2.1%
O=C(c1ccc(F)cc1)N1CCCC(C(=O)N2CCC(N3Cc4cccn4C3=O)CC2)C1 (centres undefined),-27.3%,·,-17.7%,-2.8,i,-0.4%,19.1%
Cc1ccc(C)c(NC(=O)n2ncc3cc(Cl)ccc32)c1,·,·,·,1.9,·,11.3%,25.9%
CSc1ccc(-c2cccc(C(=O)NCC(=O)NC3CCCCCC3)c2)cc1,-26.3%,·,?,2.4,1.7%,2.0%,50.5%[activator]
COc1ccc(F)cc1CN1CCCC(CO)(CC2CC2)C1 (centres undefined),?,-8.7%,?,14.7,2.2%,-8.2%,-6.9%
COc1ccc(C)cc1NC(=O)CN1C(=O)NC2(CCC(C)CC2)C1=O (centres undefined),3.9%,8.8%,-7.8%,1.5,1.6%,-7.2%,22.7%
COCCn1c(C)cc(O)c(C(c2ccccc2Cl)N2CCCCC2)c1=O (centres undefined),·,·,·,17.6,·,-6.3%,-6.4%
CN1C[C@H](NCc2nccs2)CCC[C@@H](C(=O)NC2CCOCC2)CC1=O,-2.9%[138 µM],-5.1%[172 µM],0.7%[172 µM],-2.5,4.9%[88.5 µM],0.2%[87.6 µM],5.0%[87.6 µM]
COCCCNc1oc(/C=C/c2cc(OC)c(OC)c(OC)c2)nc1C#N,·,·,·,-9.8,·,?,8.7%
CCCN(C)C(=O)CCc1ccnc(N2CCOCC2)c1,4.0%,3.4%,2.3%,-1.2,i,-9.8%,-1.7%
Cc1nn(-c2ccccc2)c2c1C(C)N(CC1CN(C(=O)c3cccc(Cl)c3)C1)C2=O (centres undefined),?,·,?,1.6,·,·,·
CCCN(CC1CCOC1)C(=O)Nc1cc(Cl)ccc1C (centres undefined),3.4%,3.5%,7.0%,1.1,i,5.6%,-10.5%
CC(C)Cn1nc2n(c1=O)CCN(S(=O)(=O)c1ccc(C(C)(C)C)cc1)CC2,?,-10.2%,?,-11.0,-4.6%,-0.4%,-12.0%
CCOC(=O)C1CCCN(c2c(C(=O)c3ccc(OCC)cc3)cnc3ccccc23)C1 (centres undefined),·,·,·,-14.8,·,-12.4%,-3.3%
O=C(NCc1cccc(F)c1)C1CCN(C(=O)c2ncn3c2COC(c2ccccc2)C3)CC1 (centres undefined),-17.7%,5.01µM*,?,-7.4,i,?,68.1%[activator]
O=C(CCn1ccc(=O)[nH]c1=O)N1CCn2nc(Cc3ccccc3)cc2C1,0.2%,7.0%,i,0.0,?,-2.5%,?
COCCn1c(C)cnc1C1CCN(C(=O)c2ccc(OC)nc2)C1 (centres undefined),i,-4.6%,-1.0%,-2.8,3.1%,-2.5%,-25.1%
Cc1ccc2c(c1)-c1ncc(C(=O)c3cc(Br)ccc3O)cc1CO2,·,·,·,5.4,·,-13.6%,0.1%
Cc1ccc(S(=O)(=O)n2nc(-c3ccccc3)nc2NCc2ccc(Cl)cc2)cc1,·,·,·,11.1,·,-5.7%,-5.6%
COc1cc(CN2CCC3(CCN(CC4CC4)CC3)C(CO)C2)ccc1F (centres undefined),?,2.3%,?,-9.1,-9.0%,-15.9%,-19.9%
CCOC(=O)c1ccc(Nc2c(-c3ccc(O)cc3)nc3nc[nH]n23)cc1,·,·,·,-6.1,·,2.1%,19.5%
